Compound activity as filed in PubChem BioAssay.
RPL19A TOR yeast = yeast TOR pathway RPL19A-GFP modulation; S. cerevisiae RPL19A-GFP strain, flow cytometry, 3 h; stronger effect = lower value; percent response vs DMSO, % at 10 µM; 330,000 compounds, 0.3% hits; AID 2025;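 active means percent response vs DMSO below 50%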;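 further: median channel GFP fluorescence of the barcoded RPL19A-GFP strain; ratio of sample median GFP to plate DMSO average so 100% = DMSO; lower means less RPL19A-GFP as with rapamycin TOR inhibition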
EBNA-1 inh = blocks EBNA-1 binding to DNA | EBNA-1 DNA binding, fluorescence polarization | inhibition, % at 14.8 µM | 300,000 compounds, 0.34% hits; in the data active means inhibition above about 28%
ZTA DNA inh = counter-screen for EBNA-1 inhibitors: inhibitors of Epstein-Barr virus ZTA; P03206; ZTA-DNA binding, fluorescence polarization; inhibition, % at 11 µM; 320,000 compounds, 0.15% hits; in the data active means inhibition above about 33%
LAP4-GFP MLPCN = yeast TOR pathway LAP4-GFP modulation; S. cerevisiae LAP4-GFP multiplex, flow cytometry GFP, 3 h; median GFP as percent of DMSO wells; GFP response vs DMSO, % at 10 µM; 320,000 compounds, 0.34% hits;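 active means GFP response vs DMSO above a set limit, about the screen mean plus 3 SD, cut at about 150% in these data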
proCasp7 act = activates human procaspase-7, counter-screen for procaspase-3 activators; P55210; recombinant procaspase-7, Ac-DEVD-pNA absorbance 405 nm; D23A/D198A/D206A triple mutant, cannot self-cleave; scale: DMSO 0, 5 µM enzyme 100; activation, % at 8.5 µM; 330,000 compounds, 0.093% hits; AID 463210;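 active means percent activation above the screen-wide mean plus 3 SD, cut at about 25% in these data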
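System: Procaspase-7 triple mutant (PC-7 D3A); measure: % activation from two-timepoint absorbance difference, scaled to controls; times: 1 h compound preincubation, 2 h substrate cleavage, 25 °C; also added: Ac-DEVD-pNA substrate, 400 µM as added; measured by: Epi-absorbance of released pNA at 405 nm, two timepoints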
MEP2-GFP yeast = alters MEP2-GFP fluorescence in TOR pathway yeast screen; S. cerevisiae MEP2-GFP strain, flow cytometry GFP, 3 h; 100% = DMSO control level; GFP response vs DMSO, % at 10 µM; 330,000 compounds, 0.51% hits;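 active means GFP response versus DMSO above a set limit, roughly screen mean plus 3 SD, cut at about 180% in these data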;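 further: median GFP fluorescence of the barcode-gated MEP2-GFP cells per well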
procasp3 activ = activates human procaspase-3. recombinant procaspase-3 D3A, Ac-DEVD-pNA absorbance 405 nm. activation, % at 8.5 µM. 330,000 compounds, 0.11% hits;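 active means activation above the mean of all tested compounds plus 3 SD, cut at about 21% in these data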;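 further: 0% = DMSO alone and 100% = DMSO wells spiked with extra 5 µM PC-3 D3A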
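Compound: 8.5 µM single point, 0.8% DMSO / Material: Autoprocessing-dead procaspase-3 D3A mutant enzyme / Timing: 1 h preincubation plus 2 h reaction at 25 °C / Medium: Zinc-free HEPES/NaCl buffer with 0.01% Triton X-100 at pH 7.4 / Technique: 405 nm absorbance of p-nitroaniline, reads at 0 and 120 min / Repeats: one well per compound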
AHR activator = activates the human aryl hydrocarbon receptor. AHR-responsive luciferase reporter cells, luminescence. AID 2796. activation, % at 5 µM. P35869. 320,000 compounds, 2.5% hits; in the data active means activation above about 47%;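 further: 0% = vehicle wells and 100% = reference agonist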
* marks the source's active call; other numbers are inactive results; · = not tested or not shown. An unsorted share of the library. About 3.8% of those tested had a hit in this group.

SMILES	RPL19A TOR yeast	EBNA-1 inh	ZTA DNA inh	LAP4-GFP MLPCN	proCasp7 act	MEP2-GFP yeast	procasp3 activ	AHR activator
CCCCCCn1c(SCCOC)nc2c1c(=O)[nH]c(=O)n2C	98	2	14	104	5	100	2	5
Cc1ccc(C(=O)N2CCN(C(=O)c3ccccc3)C2c2ccc(N(C)C)cc2)cc1 (stereo unspecified)	·	8	2	·	11	·	1	1
Cc1nn(C)c(NC(=O)c2ccccc2Cl)c1Br	105	-15	-4	96	-2	109	-11	3
Cc1onc(NC(=O)NC(=O)c2c(Cl)cccc2Cl)c1Br	100	4	-17	110	-4	102	-1	-4
CCCCCOC(=O)Cc1c(C)nc(-c2ccccc2)[nH]c1=O	88	-2	-6	106	7	97	3	2
C=C(C)CSCc1nc2ccccc2[nH]1	98	-2	1	110	5	104	-1	21
OCCN1CCN(Cc2cccc(Oc3ccc(Cl)cc3)c2)CC1	93	-4	6	100	8	101	2	0
Cc1cc(C)c(C(=O)COC(=O)C2CC3CCCC(C2)C3=O)c(C)c1 (stereo unspecified)	95	0	-4	101	-5	88	5	0
O=C(c1ccc(S(=O)(=O)N2CCCC2)cc1)N(Cc1ccco1)C1CCS(=O)(=O)C1 (stereo unspecified)	102	9	10	107	1	100	0	0
O=c1c[n+]([O-])c2ccccc2n1OCc1c(F)cccc1F	94	-9	-1	99	0	98	-3	80*
COc1ccnc(Oc2ccccc2)c1C(=O)N/C=N/OCc1ccccc1	107	10	5	102	2	110	-3	11
CCC1(C)Cc2c(sc3nc4n(c(=O)c23)CCS4)CO1 (stereo unspecified)	96	7	-15	85	15	99	4	-6
COc1ccc(CC(=O)OCC(=O)N2CCCc3ccccc32)cc1	95	6	-9	102	4	98	4	-1
O=C(Cc1nc2ccccc2[nH]1)c1ccc([N+](=O)[O-])cc1	101	-1	-14	103	-7	103	-4	14
O=C(COC(=O)c1cc(S(=O)(=O)N2CCOCC2)ccc1Cl)NC1CC1	88	·	-23	81	8	92	-4	2
O=C(NCc1ccccc1)c1cccc2c1C(=O)c1ccc(/C=C/c3ccccc3)cc1S2(=O)=O	104	·	·	108	4	104	-7	0
COc1ccccc1C(=O)NC(C(=O)NCCc1nc2ccccc2[nH]1)=C(C)C	108	2	5	119	4	111	-10	7
Cc1ccc(CC(NC(=O)c2ccccc2)C(=O)NC(Cc2ccccc2)C(=O)O)cc1 (stereo unspecified)	96	-2	-10	101	-6	96	-1	1
Clc1ccccc1-c1ccc(/C=N/n2cnnc2)o1	107	4	15	104	0	105	4	-4
CN(CCNC(=O)Cn1c(=O)sc2ccccc21)Cc1ccccc1	105	10	8	100	2	109	-3	17

6 entries already listed, arranged by their value in MEP2-GFP yeast, rising.
SMILES | RPL19A TOR yeast | EBNA-1 inh | LAP4-GFP MLPCN | MEP2-GFP yeast | procasp3 activ | AHR activator
O=C(COC(=O)c1cc(S(=O)(=O)N2CCOCC2)ccc1Cl)NC1CC1 | 88 | · | 81 | 92 | -4 | 2
CCCCCOC(=O)Cc1c(C)nc(-c2ccccc2)[nH]c1=O | 88 | -2 | 106 | 97 | 3 | 2
CCC1(C)Cc2c(sc3nc4n(c(=O)c23)CCS4)CO1 (stereo unspecified) | 96 | 7 | 85 | 99 | 4 | -6
OCCN1CCN(Cc2cccc(Oc3ccc(Cl)cc3)c2)CC1 | 93 | -4 | 100 | 101 | 2 | 0
Cc1nn(C)c(NC(=O)c2ccccc2Cl)c1Br | 105 | -15 | 96 | 109 | -11 | 3
COc1ccnc(Oc2ccccc2)c1C(=O)N/C=N/OCc1ccccc1 | 107 | 10 | 102 | 110 | -3 | 11

Three entries drawn at random from the list so far:
SMILES	RPL19A TOR yeast	EBNA-1 inh	ZTA DNA inh	LAP4-GFP MLPCN	proCasp7 act	MEP2-GFP yeast	procasp3 activ	AHR activator
O=C(NCc1ccccc1)c1cccc2c1C(=O)c1ccc(/C=C/c3ccccc3)cc1S2(=O)=O	104	·	·	108	4	104	-7	0
O=C(COC(=O)c1cc(S(=O)(=O)N2CCOCC2)ccc1Cl)NC1CC1	88	·	-23	81	8	92	-4	2
CCC1(C)Cc2c(sc3nc4n(c(=O)c23)CCS4)CO1 (stereo unspecified)	96	7	-15	85	15	99	4	-6

The results go on.
SMILES	RPL19A TOR yeast	EBNA-1 inh	ZTA DNA inh	LAP4-GFP MLPCN	proCasp7 act	MEP2-GFP yeast	procasp3 activ	AHR activator
CCOc1ccc(NC(=O)CSc2nccn(-c3ccc4c(c3)OCCO4)c2=O)cc1	98	4	47*	115	-7	94	-7	1
CCOC(=O)c1c2n(c3ccc(O)cc13)CCCCC2	99	-4	-7	106	0	105	0	36
CCCc1cc(=O)[nH]c(SCC(=O)N(CC(C)C)C2CCS(=O)(=O)C2)n1 (stereo unspecified)	101	-6	-8	100	-6	98	1	-1
O=C(O)Cc1ccc(N=Cc2c(O)ccc3ccccc23)cc1	102	9	-2	94	2	93	-9	12
COc1ccc(Br)cc1CSC(=N)N	101	4	9	98	-6	96	5	1
Cc1ccc(C(=O)CCNc2cccc(Br)c2)o1	89	-26	7	118	1	96	-2	-2
NC(=S)N/N=C/c1ccc(Br)o1	89	-3	3	90	-7	92	-5	-2
COc1ccc(NC(=O)c2cc(=O)[nH]c(=O)[nH]2)cc1S(=O)(=O)Nc1ccccc1Cl	99	3	-11	103	9	102	8	0
O=C(CN1CCCCC1)N/N=C/c1ccc(Cl)cc1Cl	101	-3	-21	99	7	105	-1	12
COc1cc(-c2noc(-c3ccco3)n2)cc(OC)c1OC	101	1	-6	106	3	97	3	33
O=C1CN(c2cc(Cl)cc(Cl)c2)C(=O)CN1/N=C/c1cccnc1	99	-17	2	91	2	90	-4	3
COc1ccc(Cl)cc1NC(=O)CN(C)C(=O)c1cccc2cccnc12	99	·	·	100	6	101	6	18
COc1ccc(OC)c(NC(=O)CCNS(=O)(=O)c2cc(Br)cnc2N)c1	100	1	13	101	2	101	6	4
O=C(COC(=O)C1CC2C=CC1C2)NCc1ccccc1Cl (stereo unspecified)	·	2	-14	·	7	·	8	-2
CC1(c2ccccc2)NC(=O)N(CC(=O)Nc2ccc(S(N)(=O)=O)cc2)C1=O (stereo unspecified)	99	-16	0	94	4	102	-10	-4
Cc1cc(NS(=O)(=O)c2ccc(NC(=O)c3ccc([N+](=O)[O-])c(Cl)c3)cc2)no1	104	1	2	71	-4	82	2	1
NC(=O)C(c1ccc(Br)cc1)c1ccc(C(=O)c2ccccc2)cc1 (stereo unspecified)	102	6	7	89	4	105	12	1
CC1(C)Cc2c(C#N)c(N3CCOCC3)nc(Cc3ccccc3)c2CO1	97	0	13	92	0	97	-8	2
O=C(C1CCC1)N1CCCc2cc(S(=O)(=O)N3CCN(c4ccccc4)CC3)ccc21	101	-7	5	102	5	112	10	0
CCCC(=O)N1CCCC(C(=O)c2ccc(OC)c(OC)c2)C1 (stereo unspecified)	98	1	-2	94	4	100	8	2
Cc1[nH]n(-c2ccccc2)c(=O)c1/C=N/N(C)c1ccccc1	95	1	-1	87	-9	100	-7	24
Cc1ccc(S(=O)(=O)N2CCN(C)CC2)cc1[N+](=O)[O-]	103	4	6	100	1	102	3	6
CCS(=O)(=O)c1ccc(O)c(NC(=O)COc2ccccc2)c1	97	-3	-1	96	15	102	1	3
Cc1ccc(-n2c(P(C)(=O)O)nc3ccccc32)cc1	99	0	-10	106	-7	101	-2	1
CCC1(CC)Cc2ccccc2C(Nc2c(C)n(C)n(-c3ccccc3)c2=O)=N1	97	2	-8	105	2	114	5	0
O=C(NCc1ccco1)c1nc(-c2ccc(F)cc2)no1	94	8	3	104	1	98	-5	2
O=C(C1COc2ccccc2O1)N1CCN(c2nc3ccc([N+](=O)[O-])cc3s2)CC1 (stereo unspecified)	100	-3	3	104	-14	106	-3	-1
O=C(C1CCCN(S(=O)(=O)c2ccc(F)cc2)C1)N(Cc1cccs1)C1CC1 (stereo unspecified)	100	-4	-7	93	-3	99	0	0
O=C1CCC[C@@H]2Cc3[nH]c4c(Cl)ccc(Cl)c4c3[C@@H]3CCN1[C@H]23	90	11	8	102	0	89	-1	7
CCOC(=O)C1C(c2ccc(C(=O)O)cc2)NC(=O)NC1(O)C(F)(F)F (stereo unspecified)	106	-2	-5	92	7	100	13	-4
CCN(CC)CCNC(=O)CS(=O)Cc1nc(-c2ccc(Cl)cc2)oc1C (stereo unspecified)	96	-8	-4	91	4	100	-5	1
CCN(CC)C(=O)c1cc(Cl)ccc1NC(=O)c1ccco1	99	5	10	96	9	101	-3	0
OC(CNCC1COc2ccccc2O1)COc1ccc(Cl)cc1 (stereo unspecified)	106	0	-2	89	-3	98	3	0
O=C(CN1C(=O)COc2ccc(S(=O)(=O)N3CCCCC3)cc21)NCc1ccc(F)cc1	102	-14	-5	101	9	100	0	3
O=C(O)c1ccc(S(=O)(=O)N(Cc2ccc(F)cc2)C2CCCCC2)cc1	96	-1	-2	104	3	90	-3	3
CC(=O)N1CCc2cc(C(=O)CN3CCN(c4ccccc4F)CC3)ccc21	98	7	16	98	5	103	0	-1
COc1ccccc1NC(=S)N1CCC(NC(=O)C23CC4CC(CC(C4)C2)C3)CC1	101	9	5	103	-4	99	6	2
COc1ccccc1CCNC(=O)CCSc1nc(-c2ccco2)cc(C(F)(F)F)n1	97	5	-7	102	9	108	-8	1
COc1cccc(CNS(=O)(=O)c2csc(C(N)=O)c2)c1	96	-5	-26	86	3	98	0	2
COc1ccc(NS(=O)(=O)c2cc(NC(=O)COc3ccccc3)ccc2N2CCOCC2)cc1	100	·	·	90	8	95	-3	0
CNC(=S)N1CCn2cccc2C1c1cc(OC)c(OC)c(OC)c1 (stereo unspecified)	106	0	6	96	-1	100	2	2
COc1ccc2nc(NC(=O)C(NS(=O)(=O)c3cccc4nsnc34)C(C)C)sc2c1 (stereo unspecified)	110	-9	-4	106	4	114	-8	15
COc1ccc(NC(=O)CCc2nnc3ccc(NCc4ccco4)nn23)cc1	99	-3	-20	105	3	107	-2	2
Cc1cc(OCc2ccc(F)cc2)nc(-c2ccccc2O)n1	101	8	4	103	-4	99	6	-3
CCC(C)NC(=O)c1ccc(Cl)c(S(=O)(=O)Nc2ccccc2N2CCOCC2)c1 (stereo unspecified)	101	·	-3	93	-1	99	5	1
COc1ccccc1N1CCN(C(CNS(=O)(=O)c2cc(F)ccc2F)c2cccnc2)CC1 (stereo unspecified)	101	-16	-1	86	-1	99	3	2
COC(=O)c1ccc(C(=O)N2CCCC(CNC(=O)c3ccccc3Cl)C2)cc1 (stereo unspecified)	98	6	13	112	-5	99	1	0
COc1ccc(OC)c(C2N(c3ccc(Cl)cc3)C(=O)C3CCCN32)c1 (stereo unspecified)	96	0	-3	100	4	96	-6	13
COc1ccccc1C(C)NC(=O)c1ccccc1SCC(=O)N1CCCC1 (stereo unspecified)	100	-3	-11	116	6	101	4	3
COc1ccc(CNCCc2ccc(Cl)cc2)cc1OCc1ccccc1	95	-11	-22	97	-3	101	-3	-1
O=C(CCSc1ccc(Cl)cc1)NC1CCCC1	102	-3	-6	95	4	107	3	1
CCn1nc(C)c(CNC(=O)c2cc(COc3ccccc3SC)on2)c1C	102	4	4	94	2	96	-2	0
C/C(=N\OCc1ccccc1)c1c(O)cc(C(C)C)n(-c2ccccc2)c1=O	96	-9	-10	92	-1	104	0	5
COc1ccccc1OCC(=O)NCCC1=CCCCC1	103	-23	-1	99	-10	109	11	7
CC(=O)[C@H]1CC[C@H]2[C@@H]3CCC4=CC(=O)CC[C@]4(C)[C@H]3[C@H](O)C[C@]12C	103	-2	13	110	-6	99	5	-4
COc1ccc(CNc2nc3nc(C)c(Cl)c(=O)n3[nH]2)cc1OC	101	-1	6	94	5	100	-6	1
O=C(N[C@H](C(=O)O)c1ccccc1)C1CCC(Cn2cnc3ccccc3c2=O)CC1 (stereo partly specified)	102	1	-7	100	-4	101	0	0
